# OX1R antag-1: blocks the human orexin 1 receptor; AID 485270; O43613; actives 1.8% (n = 330,000); OX1R-expressing cells, FRET antagonist read-out; inhibition, % at 6.6 µM; in the data active means inhibition mostly above about 38%, no sharp cut-off; inactive means mostly below about 40%;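 further: 0% = agonist challenge alone and 100% = reference antagonist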
# Target sequence (O43613 whole entry, looked up): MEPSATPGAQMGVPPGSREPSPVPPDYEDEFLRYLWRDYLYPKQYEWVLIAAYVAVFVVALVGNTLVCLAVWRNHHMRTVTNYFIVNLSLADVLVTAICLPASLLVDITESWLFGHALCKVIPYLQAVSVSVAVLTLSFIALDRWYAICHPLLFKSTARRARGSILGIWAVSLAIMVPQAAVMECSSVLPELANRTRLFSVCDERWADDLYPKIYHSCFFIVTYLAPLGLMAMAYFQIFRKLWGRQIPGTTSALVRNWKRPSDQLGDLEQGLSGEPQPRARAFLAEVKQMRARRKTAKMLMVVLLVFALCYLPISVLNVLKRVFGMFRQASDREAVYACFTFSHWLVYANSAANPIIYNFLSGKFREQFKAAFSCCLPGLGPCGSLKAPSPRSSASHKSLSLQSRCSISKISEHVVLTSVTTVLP
# OX1R antag-2: blocks the human orexin 1 receptor. O43613. CHO/OX1R cells, Fluo-8 calcium fluorescence, orexin A. inhibition, % at 5 µM. actives 0.43% (n = 330,000). AID 434989;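 active means inhibition above its plate's threshold, mean inhibition of all tested compounds on the plate plus 3 SD, cut at about 37% in these data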;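 further: 0% = orexin A challenge wells and 100% = SB-334867-A antagonist wells; not every result past the cut was called active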
# * marks the source's active call; other numbers are inactive results. Rows were taken by chance (roughly 2.1% active in at least one column).
SMILES,OX1R antag-1,OX1R antag-2
Cc1c(C)n(C(=O)CSc2nccn2C)c2ccccc12,-5,-13
CN(C)N1C(N)=C(C#N)C(c2ccc3c(c2)OCO3)C2=C1CC(C)(C)CC2=O (centres undefined),-7,-32
COc1cc([N+](=O)[O-])ccc1NC(=O)C1C2C=CC(C2)C1C(=O)O (centres undefined),27,-6
Cc1cccc(-n2c(Cc3cc(=O)[nH]c(=O)[nH]3)nnc2SCC(=O)NCC2CCCO2)c1 (centres undefined),11,7
Cc1nc2ccccc2cc1OCc1ccc(Cl)cc1,41*,0
Cc1cc(C(=O)NCc2ccco2)on1,2,1
CCCCCCc1cc2cc(-c3nnc(-c4ccccc4OC)o3)c(=O)oc2cc1O,4,20
Cc1cccc(-c2ncc(CN3CCN(CC(C)C)C(CCO)C3)cn2)c1 (centres undefined),17,-22
COc1ccc2c(c1)O[C@@H](c1cccc(C(F)(F)F)c1)[C@H](OC(=O)Nc1ccc(OC(F)F)cc1)C2=O,16,-11
CCCCNC(=O)CN(c1cccc(Br)c1)S(C)(=O)=O,12,-10
COc1ccc(OC)c(CNC(=O)Cn2nc(C)c3c(C)n(-c4ccc(C)cc4)nc3c2=O)c1,-8,-11
COC(=O)COc1ccc(S(=O)(=O)Nc2cc([N+](=O)[O-])ccc2C)cc1,23,-5
COC(=O)C1=C(C)NC(=S)NC1c1ccco1 (centres undefined),6,-18
Cc1cccc(NC(=O)CSc2nc(N)c(NC(=O)c3cccs3)c(=O)[nH]2)c1C,12,-10
Cn1c(=O)c2c(nc(CN3CCN(Cc4ccccc4)CC3)n2Cc2ccc(F)cc2)n(C)c1=O,-6,-20
COCCCNc1nc2nonc2nc1N1CCN2CCCC2C1 (centres undefined),11,-29
O=c1cc(O)nc2n1CCCS2,28,-9
CC(NC(=O)c1c(O)c2ccccc2n(C)c1=O)c1ccccc1 (centres undefined),26,-15
CCOc1cc(CNCCc2ccccc2)ccc1OCC(=O)NC(C)(C)C,11,-25
CC(=O)Oc1ccc2c(=O)c(Oc3ccccc3[N+](=O)[O-])coc2c1,6,4

# Some of these compounds in order of SMILES length, lowest first.
SMILES,OX1R antag-1,OX1R antag-2
Cc1nc2ccccc2cc1OCc1ccc(Cl)cc1,41*,0
Cc1cccc(NC(=O)CSc2nc(N)c(NC(=O)c3cccs3)c(=O)[nH]2)c1C,12,-10
CN(C)N1C(N)=C(C#N)C(c2ccc3c(c2)OCO3)C2=C1CC(C)(C)CC2=O (centres undefined),-7,-32

# (listing goes on)
SMILES,OX1R antag-1,OX1R antag-2
COc1ccc(S(=O)(=O)N(C)c2ccc(C(=O)NCCC(C)C)cc2)cc1,5,-11
COCC(=O)Nc1ccc(C(N)=O)cc1,8,-1
CN1c2ccsc2C(=O)/C(=C\Nc2cccc(C(F)(F)F)c2)S1(=O)=O,5,-9
CC1=NN(c2ccccc2)C(=O)/C1=C/c1cn(C)c2ccccc12,11,-37
C#CCCCCCCC#CCN(C)C,25,12
COc1cc(C(=O)N2CCC(NC(=O)C(Cc3ccccc3C)NC(C)=O)CC2)cc(OC)c1OC (centres undefined),5,7
COc1ccccc1/C=N/Nc1nc(C)cc(C)n1,4,1
Cc1ccc(Cl)cc1NC(=O)C1CCCN(S(=O)(=O)c2c(C)noc2C)C1 (centres undefined),16,-16
CC(=O)Nc1nc(NC(=O)/C=C/c2ccccc2)n(-c2ccccc2)n1,26,1
O=C(O)CC(Cc1ccc(Cl)cc1)C(=O)Nc1ccccc1 (centres undefined),11,9
O=C(CCn1cccc1)Nc1cccc(F)c1,11,-5
CCN(CC)S(=O)(=O)c1cc(NC(=O)COC(=O)c2ccc(NC(=O)CC#N)cc2)ccc1C,9,-19
Cc1ccc(C(=O)N/C(=C\c2cn(-c3ccccc3)nc2-c2ccccc2)C(=O)N2CCOCC2)cc1,5,4
Cc1cc(C)cc(OCCNC(=O)CCc2ccccc2)c1,4,-27
CC(C)C(NC(=O)c1ccccc1F)C(=O)NCC(c1ccco1)N1CCCCC1 (centres undefined),10,-30
CC(C)NS(=O)(=O)c1ccc(NC(=O)C(C)OC(=O)CCC(=O)c2cccs2)cc1 (centres undefined),15,-1
Cc1c2cnn(CC(=O)Nc3cccc(C(F)(F)F)c3)c(=O)c2c(C)n1Cc1ccccc1F,4,-2
CC(Oc1cccc(Br)c1)C(=O)NNC(=O)c1ccccn1 (centres undefined),14,6
NNC(=O)CCc1ccc(S(=O)(=O)N2CCOCC2)cc1,13,-14
COc1ccc(NC(=S)N(CCCN2CCCC2)Cc2cccn2Cc2ccc(Cl)cc2)cc1Cl,11,-4

# An excerpt of these results, with tabs.
molecule	OX1R antag-1	OX1R antag-2
Cc1c(C)n(C(=O)CSc2nccn2C)c2ccccc12	-5	-13
CN(C)N1C(N)=C(C#N)C(c2ccc3c(c2)OCO3)C2=C1CC(C)(C)CC2=O (centres undefined)	-7	-32
COc1cc([N+](=O)[O-])ccc1NC(=O)C1C2C=CC(C2)C1C(=O)O (centres undefined)	27	-6
Cc1cccc(-n2c(Cc3cc(=O)[nH]c(=O)[nH]3)nnc2SCC(=O)NCC2CCCO2)c1 (centres undefined)	11	7
Cc1nc2ccccc2cc1OCc1ccc(Cl)cc1	41*	0
Cc1cc(C(=O)NCc2ccco2)on1	2	1
CCCCCCc1cc2cc(-c3nnc(-c4ccccc4OC)o3)c(=O)oc2cc1O	4	20
Cc1cccc(-c2ncc(CN3CCN(CC(C)C)C(CCO)C3)cn2)c1 (centres undefined)	17	-22
COc1ccc2c(c1)O[C@@H](c1cccc(C(F)(F)F)c1)[C@H](OC(=O)Nc1ccc(OC(F)F)cc1)C2=O	16	-11
CCCCNC(=O)CN(c1cccc(Br)c1)S(C)(=O)=O	12	-10
COc1ccc(OC)c(CNC(=O)Cn2nc(C)c3c(C)n(-c4ccc(C)cc4)nc3c2=O)c1	-8	-11
COC(=O)COc1ccc(S(=O)(=O)Nc2cc([N+](=O)[O-])ccc2C)cc1	23	-5
COC(=O)C1=C(C)NC(=S)NC1c1ccco1 (centres undefined)	6	-18
Cc1cccc(NC(=O)CSc2nc(N)c(NC(=O)c3cccs3)c(=O)[nH]2)c1C	12	-10
Cn1c(=O)c2c(nc(CN3CCN(Cc4ccccc4)CC3)n2Cc2ccc(F)cc2)n(C)c1=O	-6	-20
COCCCNc1nc2nonc2nc1N1CCN2CCCC2C1 (centres undefined)	11	-29
O=c1cc(O)nc2n1CCCS2	28	-9
CC(NC(=O)c1c(O)c2ccccc2n(C)c1=O)c1ccccc1 (centres undefined)	26	-15
CCOc1cc(CNCCc2ccccc2)ccc1OCC(=O)NC(C)(C)C	11	-25
CC(=O)Oc1ccc2c(=O)c(Oc3ccccc3[N+](=O)[O-])coc2c1	6	4

# The list goes on:
SMILES,OX1R antag-1,OX1R antag-2
Cc1ccc(S(=O)(=O)CC(O)COc2ccc(C#N)cc2)cc1 (centres undefined),3,-17
N#Cc1nc(-c2ccc(Cl)cc2)oc1NCc1cccc2c1OCO2,24,-12
CN1/C(=C\C=C2/SC(=S)NC2=O)C(C)(C)c2ccccc21,20,99*
COc1ccc(C=NNC(=O)c2ccccc2OCc2ccc(F)cc2)c(OC)c1,1,-29
CC(C)C(C(=O)NCC1CCCO1)N(Cc1ccco1)C(=O)CNS(=O)(=O)c1ccccc1 (centres undefined),31,-16
COc1ccc(/C=N/N2C(=N)SCC2=O)cc1,13,-17
O=C(O/N=C/c1ccc2c(c1)OCO2)c1ccc([N+](=O)[O-])cc1,28,-4
Cc1ccc(S(=O)(=O)NCc2ccc(C(=O)NC3CCC(C)CC3)cc2)cc1 (centres undefined),-1,-24
Cc1ccc(-c2csc(NC(=O)CN3C(=O)CCC3=O)n2)cc1,16,-16
Cc1ccc2cc(CCNS(=O)(=O)c3ccc(Cl)cc3)c(=O)[nH]c2c1C,14,-6
CC(C)(C)c1cnnn1-c1cccc([N+](=O)[O-])c1,29,-2
Nc1ccccc1C(=O)NCc1ccc(Cl)cc1,4,-27
CCCCSCCCNC(=O)c1ccc(CS(=O)(=O)c2ccccc2OC)o1,-2,-12
CCn1c(CC(=O)Nc2ccccc2)nnc1SCC(=O)NC1=NCCS1,11,-14
O=C(COc1cccc(Br)c1)N/N=C1\CCSC1,14,-8
COc1cccc(NC(=O)NC2(C(=O)N3CCN(C)CC3)CCCCC2)c1,7,-11
COc1cc(NC(=O)COc2cccc(C)c2C)ccc1NC(=O)c1ccco1,6,-13
CSc1cccc(NC(=O)CN(C)S(=O)(=O)c2ccc(F)cc2)c1,43,6
CCOC(=O)C1(C)NC(c2ccc(OC)cc2OC)C2C(=O)N(c3cccc(OC)c3)C(=O)C21 (centres undefined),19,-21
CCOC(=O)N1CCC(NC(=O)c2cc(C(=O)NC3CCCC3)ccc2CO)CC1,3,-2
COc1cc(OC)cc(-c2c(-c3cccs3)c3cc(-c4ccc(SC)cc4)ccc3n2C)c1,17,-21
O=C(Cn1ncc(N2CCCC2)c(Cl)c1=O)c1ccc(Cl)cc1,20,-13
O=C(O)CSCC(=O)Nc1ccc(C(F)(F)F)cc1,10,3
COc1cc([N+](=O)[O-])cc(/C=N/NC(=O)CSc2nnc(-c3ccccc3)n2C)c1O,17,-17
CCc1ccc(OC(=O)c2cncc(Br)c2)cc1,-8,-4
COC(=O)c1ccc(CNC(=O)c2cc(COc3cncc(Cl)c3)on2)cc1,11,-15
CSc1ccccc1C(=O)N1CCC(n2nccc2NC(=O)C(C)(C)C)CC1,1,-3
O=C(NC(=S)Nc1cccc([N+](=O)[O-])c1)c1ccccc1,5,-18
COC(=O)c1cc(S(=O)(=O)N2CCN(C(=O)c3ccco3)CC2)cn1C,11,-10
O=Cc1c[nH]c2ccc(S(=O)(=O)N3CCOCC3)cc12,-7,7
COC(=O)C1C2C=CC(C3CC23)C1C(=O)OCC(=O)c1ccc(OC)cc1 (centres undefined),19,-27
COc1cc(C(=O)Nc2ccc3c(c2)nc(C)n3C)cc(OC)c1OC,23,-16
COC(=O)c1ccccc1OCC(=O)N1CCN(c2ccc(F)cc2)CC1,1,-2
CC(=O)c1ccc(N2C(=O)CC(N3CCN(S(=O)(=O)c4ccc(C)c(C)c4)CC3)C2=O)cc1 (centres undefined),11,4
CCCCCCc1nnc(NC(=O)OCC)s1,13,-10
CCOC(=O)C1=C(C)Nc2[nH]c(=O)[nH]c(=O)c2C1c1cccs1 (centres undefined),3,-12
O=C1NC(=O)C(c2cccs2)(c2cccs2)N1,5,-10
CCCC(=O)c1ccc(N2CCN(C(=O)c3ccccc3Br)CC2)c(F)c1,41,32
CC(=O)c1ccc(NC(=S)N2CCCC(CO)C2)cc1 (centres undefined),8,-1
O=C(NCCc1cnccn1)C1CCC(=O)N(Cc2ccc(Cl)cc2)C1 (centres undefined),3,-17
CC(C(=O)Nc1cc([N+](=O)[O-])ccc1Cl)N1CCN(c2ccc(O)cc2)CC1 (centres undefined),16,-20
COc1ccc(OC)c(N(CC(=O)N2CCCC2)S(=O)(=O)c2ccccc2)c1,23,-104
Cc1ccc(Nc2cc(-n3cccn3)ncn2)c(C)c1,6,-7
Cc1ccc(S(=O)(=O)NC(=O)Nc2cc(C)no2)cc1,3,-4
COc1ccccc1NC(=O)/C(C#N)=C/c1cc([N+](=O)[O-])ccc1N1CCCC1,34,-14
COc1cc(OC)c(OC)cc1CN1CCc2ccccc2C1,13,-8
COCc1cc(C)nc2sc3c(=O)oc(C)nc3c12,6,-17
Nc1cccc(Nc2ccccc2)c1,8,3
Cc1ccc(CSc2nc3ccccc3c(=O)n2CCCC(=O)NCc2ccco2)cc1,9,-9
Cc1nnc(SCC(N)=O)n1CC1CCCO1 (centres undefined),1,1
COc1cc(CNc2ccccc2SC)ccc1O,9,2
COC(=O)c1ccc(C)c(NC(=O)CCSc2ccc(Cl)cc2)c1,25,-28
N/C(=N\OC(=O)CCC1CCCC1)c1ccc(Cl)cc1,2,11
CC1CCN(c2ncnc3nc[nH]c23)CC1,-1,-8
C#CCN(C(=O)CC1C(=O)NCCN1C/C=C/c1ccccc1)C1CCCCC1 (centres undefined),1,-32
CCn1nnnc1NCc1ccc(Cl)cc1,1,-10
O=C(c1cccs1)N1CCOCC1,4,-7
O=C(CN1C(=O)NC2(CCCCC2)C1=O)Nc1ccc(F)cc1,2,-10
CCOc1ccc(NC(=O)CN2CCN(C(=O)C3CCCO3)CC2)cc1 (centres undefined),3,-2
CC(NC(=O)COC(=O)c1cc(Cl)nc(Cl)c1)c1ccccc1 (centres undefined),12,-10
Clc1cccc2sc(N3CCN(c4ccccc4)CC3)nc12,12,-21

# Screening results (PubChem)
